S1P4 antagonist: blocks the human S1P4 receptor. inhibition, % at 4.98 µM. AID 1510. O95977. 0.26% of 220,000 active. S1P4-expressing cells, antagonist mode, reporter read-out; in the data active means inhibition above about 29%;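 further: 0% = wells stimulated with agonist and 100% = vehicle wells without agonist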
Target sequence (O95977 whole entry, looked up): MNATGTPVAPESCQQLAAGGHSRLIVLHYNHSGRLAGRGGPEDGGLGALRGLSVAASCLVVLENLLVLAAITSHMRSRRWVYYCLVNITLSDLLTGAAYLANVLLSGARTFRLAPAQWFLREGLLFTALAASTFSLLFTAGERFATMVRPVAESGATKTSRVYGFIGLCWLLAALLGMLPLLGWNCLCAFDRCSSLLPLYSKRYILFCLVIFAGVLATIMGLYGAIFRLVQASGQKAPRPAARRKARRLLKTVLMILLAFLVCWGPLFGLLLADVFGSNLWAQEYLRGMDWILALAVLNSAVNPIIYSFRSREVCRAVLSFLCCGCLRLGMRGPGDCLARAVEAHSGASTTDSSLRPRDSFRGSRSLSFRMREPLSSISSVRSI
NPY-Y1 PAM-ag: human NPY-Y1 potentiation or agonism, primary screen; P25929; NPY-Y1 expressing cells, potentiator/agonist activation; activation, % at 3.6 µM; 0.37% of 220,000 active; in the data active means activation above about 33%, passing the limit was not always enough;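 further: cells stimulated with NPY at EC10 then isoproterenol at EC100; 0% = low agonist plus stimulus and 100% = saturating agonist plus stimulus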
NPY2 pot ag: potentiators or agonists of human neuropeptide Y receptor Y2 | P49146 | cells expressing NPY-Y2, potentiator/agonist read-out | activation, % at 3.6 µM | 0.45% of 220,000 active | AID 1359; in the data active means activation above about 27%;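 further: cells stimulated with NPY near EC25 plus isoproterenol at EC100; 0% = vehicle plus submaximal agonist and 100% = vehicle plus saturating agonist; some results beyond the cut were filed as inactive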
Target sequence (P49146 whole entry, looked up): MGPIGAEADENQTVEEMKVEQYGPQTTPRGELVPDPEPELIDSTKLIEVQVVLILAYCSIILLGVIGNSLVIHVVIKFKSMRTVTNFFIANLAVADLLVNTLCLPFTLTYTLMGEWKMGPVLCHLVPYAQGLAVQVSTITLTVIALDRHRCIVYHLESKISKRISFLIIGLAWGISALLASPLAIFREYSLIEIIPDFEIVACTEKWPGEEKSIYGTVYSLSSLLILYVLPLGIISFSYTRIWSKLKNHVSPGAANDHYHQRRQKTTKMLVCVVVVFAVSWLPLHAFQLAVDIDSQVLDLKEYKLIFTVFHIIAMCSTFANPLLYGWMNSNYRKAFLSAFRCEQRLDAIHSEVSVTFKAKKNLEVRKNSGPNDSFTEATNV
NPY-Y1 antag: antagonists of human neuropeptide Y receptor Y1. inhibition, % at 3.6 µM. 1% of 200,000 active. P25929. HEK293-CNG Y1 cells, membrane potential fluorescence; NPY at EC95, then isoproterenol;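 active means inhibition above the campaign mean inhibition of all tested compounds plus 3 SD, cut at about 20% in these data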;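 further: 0% = DMSO wells given NPY plus isoproterenol and 100% = isoproterenol alone without NPY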
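Benchmarks – high control isoproterenol alone, low control NPY with isoproterenol · Material – HEK293 Y1/CNG channel cell line · Times – dye 3 h, compound 60 min room temperature, stimulation 45 min · Probe or stimulus – NPY (25 nM), isoproterenol (1 µM), Ro 20-1724 (25 µM) · Evaluation – % inhibition of NPY effect · Signal – fluorescence, membrane potential probe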
p97 inhibitor: human p97 ATPase inhibition | recombinant p97 ATPase, Kinase-Glo ATP luminescence, 3 h | P55072 | 0.42% of 220,000 active | inhibition, % at 8 µM; in the data active means inhibition above about 15%;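 further: 0% = DMSO vehicle and 100% = wells lacking enzyme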
EP2 modulator: modulators of human EP2 prostaglandin E2 receptor; P43116; EP2-expressing cells, cAMP HTRF FRET, PGE2 co-stimulation; induction, % at 25 µM; 0.83% of 260,000 active; AID 940;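 active means compounds whose cAMP rise, as percent of the full-agonist control response, exceeds 60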;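 further: rat C6 glioma line stably carrying human EP2 under a CMV promoter; the protocol text gives 20 µM as final concentration; 100% = response of wells given 1 µM PGE2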
S1P4 agonist: activates the human S1P4 receptor. 0.35% of 220,000 active. O95977. S1P4-expressing cell line, agonist reporter assay. activation, % at 4.98 µM. AID 1509; in the data active means activation above about 11%;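 further: 0% = DMSO vehicle and 100% = reference agonist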
EP2 antag: EP2 receptor (human) inhibition | AID 1422 | C6 glioma cells expressing human EP2, cAMP TR-FRET; cells stimulated with saturating PGE2 | 0.52% of 260,000 active | inhibition, % at 25 µM;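 active means percent inhibition above 40 after rounding to a whole number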;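 further: rat C6 glioma host cells with rolipram phosphodiesterase inhibitor present; the protocol text gives 20 µM as final concentration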
eIF4E 4G PPI: eIF4E/eIF4G interaction inhibition in translation initiation; inhibition, % at 21.7 µM; TR-FRET eIF4E-eIF4GI(517-606) binding, 2 h; P63073+Q04637; 0.37% of 220,000 active; AID 782;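 active means inhibition above about 30%, limit read from the data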;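 further: 0% = full FRET control wells and 100% = background wells lacking eIF4GI fragment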
An asterisk follows results filed as active; . = not tested or not shown; & = joins results of further samples; [ ] = another dose, or the depositor's remark. Only part of the results is shown (hit frequency here may not be typical).

SMILES	S1P4 antagonist	NPY-Y1 PAM-ag	NPY2 pot ag	NPY-Y1 antag	p97 inhibitor	EP2 modulator	S1P4 agonist	EP2 antag	eIF4E 4G PPI
COc1ccc(NC(=O)N(Cc2ccc3c(c2)OCO3)C2CC(=O)N(c3ccc(OC)cc3)C2=O)cc1 (stereo unspecified)	-4	3	-1	-2	2	-7	1.7	3	3
CCOc1ccc(Nc2nc(N3CCCC3)nc(N3CCN(c4ccc(OC)cc4)CC3)n2)cc1	-25	5	-4	-5	5	9	1.6	3	1
COc1ccc(N(CC(=O)Nc2ccc(C)cc2C)S(=O)(=O)c2ccccc2[N+](=O)[O-])c(OC)c1	4	12	-21	-5	3	24	0.3	10	1
COc1ccc(CNC(=O)CSc2nc3cccnc3s2)cc1	6	-29	-15	.	6	3	0.0	8	0
O=C(c1cccc(S(=O)(=O)N2CCCCC2)c1)N1CCc2ccccc21	-9	-9	12	2	3	-52	0.5	5	-3
O=C(CCn1nc(-c2ccc(Cl)cc2)c2ccccc2c1=O)NN1CCOCC1	5	12	7	.	-1	4	0.1	14	1
CC(=O)NCCc1cc2ccc(C)c(C)c2[nH]c1=O	-4	-3	-5	-5	-4	-5	0.7	4	-1
OCCC1CN(Cc2nc(-c3ccccc3)cs2)CCN1C1CCCC1 (stereo unspecified)	-20	1	-5	1	6	-20	0.1	8	-3
O=c1oc2ccccc2cc1-c1cn2ccccc2n1	-2	4	-8	3	-32	-18	0.9	7	2
O=C(NCCC1=CCCCC1)c1ccc(=O)oc1	-16	-8	-4	-3	-2	3	0.7	8	2[fluorescence artefact?]
CCC(C)NCCCOc1ccc([N+](=O)[O-])cc1 (stereo unspecified)	8	9	15	1	5	-2	58*	2	3
Cc1ccc2[nH]c(=O)c(CN(Cc3cccs3)Cc3nnnn3CC3CCCO3)cc2c1 (stereo unspecified)	-15	2	1	-1	-4	-10	0.7	5	13
COc1ccc(N2CCN(C(=O)c3ccc(N4C(=O)NC5CC4(C)Oc4ccccc45)cc3)CC2)cc1 (stereo unspecified)	-7	-5	24	4	5	-8	0.0	14	1
CC1(C)Cc2c(c(N3CCOCC3)nc3sc(C(N)=O)c(N)c23)CO1	-13	18	11	.	6	8	0.9	13	-3
CCN(CC)C(=O)CSc1nc2ccccc2n1CC(=O)N1CCN(c2ccccc2OC)CC1	-7	-10	-2	10	-6	9	-1.7	15	-4
N#Cc1ccc(-c2ccc(OCC(=O)NCCc3ccccc3)cc2)cc1	-17	-23	-20	1	-1	2	3.5	6	-4
CN(C)Cc1ccccc1Sc1cccc2ccccc12	-13	-62	-14	18	0	75*	0.3	8	-1
COc1ccc(C(=O)NCc2nnc(SCC(=O)N3CCc4ccccc43)n2CCc2ccccc2)cc1	-20	10	8	7	12	3	0.2	8	-5
CC(C)c1cc(NC(=O)c2ccccc2)cc(C(C)C)c1O	-7	3	-2	-8	1	2	0.7	8	1
N#CN=C1CCCCCN1CC(N)=O	-6	19	15	-5	3	1	-0.8	9	2

2 consecutive entries already listed, quoted:
SMILES	S1P4 antagonist	NPY-Y1 PAM-ag	NPY2 pot ag	NPY-Y1 antag	p97 inhibitor	EP2 modulator	S1P4 agonist	EP2 antag	eIF4E 4G PPI
CC(C)c1cc(NC(=O)c2ccccc2)cc(C(C)C)c1O	-7	3	-2	-8	1	2	0.7	8	1
N#CN=C1CCCCCN1CC(N)=O	-6	19	15	-5	3	1	-0.8	9	2

More compounds:
SMILES	S1P4 antagonist	NPY-Y1 PAM-ag	NPY2 pot ag	NPY-Y1 antag	p97 inhibitor	EP2 modulator	S1P4 agonist	EP2 antag	eIF4E 4G PPI
O=C(CN1CCCCC1)Nc1ccc(S(=O)(=O)NC2CCCCC2)cc1	2	-29	-9	6	-3	-21	0.7	7	2
Cc1nc(NS(=O)(=O)c2ccccc2)sc1NC(=O)Nc1ccc(Cl)cc1	-13	10	17	.	6	11	-0.5	7	-7
Cc1ccc(C)c(-n2c(-c3cccnc3)n[nH]c2=S)c1	2	7	7	0	5	34	0.1	3	-5
O=C(NCC1CCCO1)c1cccc(Br)c1 (stereo unspecified)	-18	-19	-12	-2	-6	36	0.6	6	0
O=C(c1cc2ccccc2c(=O)o1)N1CCCCCC1	-22	-2	-12	1	5	6	1.0	5	4[fluorescence artefact?]
COC(=O)C1=CNC=C(C(=O)OC)C1c1ccccc1Cl	-7	-11	-6	-4	3	28	4.5	8	0
Cc1ccccc1S(=O)(=O)NCc1ccc(N2CCN(C)CC2)cc1	4	-2	-3	.	-1	-17	1.8	6	2
CCC1C(=O)N=C(SCC(=O)Nc2cccc3ccccc23)NC1=O (stereo unspecified)	-19	-25	-11	3	2	-9	0.8	3	13
COC(=O)c1sccc1-n1cccc1C(=O)C(=O)N1CCCC1	-18	10	3	1	2	0	1.8	13	2
O=C(COC(=O)c1ccc([N+](=O)[O-])s1)NCc1ccc(F)cc1	5	3	3	3	7	-26	-1.0	18	0
COc1ccc(CCNC(=O)c2cc(-c3ccccc3)on2)cc1OC	-1	-17	-7	9	-7	0	-1.8	5	7[fluorescence artefact?]
O=C(COc1ccccc1Cl)Nc1ccc(CN2CCCCC2)cc1	-10	-11	0	13	2	-53	1.6	12	0
CSc1nc2ccc(S(=O)(=O)N3CCCCC3)cc2s1	-9	-4	-8	-4	-2	-15	1.2	13	0[fluorescence artefact?]
CC(C)CCn1cnc2c(oc3nc4c(cc32)CCCC4)c1=O	-13	-8	5	.	0	3	0.6	10	-1
CC(Sc1nc2c(c(=O)n(C)c(=O)n2C)n1Cc1cc2c(cc1Cl)OCO2)C(=O)O (stereo unspecified)	0	-10	1	6	7	-7	0.5	6	1[fluorescence artefact?]
COc1ccc([N+](=O)[O-])cc1NC(=O)Cn1ccsc1=N	-14	3	-3	-1	5	1	5.5	10	2
O=C(NCCCN1CCOCC1)NC1CCCCC1	-8	-5	-7	0	0	17	-1.6	12	1
Cc1cccc(-n2c(N)cc(=O)[nH]c2=S)c1C	-17	-3	0	0	2	19	2.8	12	-2
Cc1ccsc1/C=C(\C#N)C(=O)NC1CCS(=O)(=O)C1 (stereo unspecified)	-17	4	3	-1	2	11	0.8	0	-5
O=C(NCCCn1ccnc1)/C(=C\c1cccnc1)NC(=O)c1ccccc1Br	-8	4	18	1	4	10	1.7	5	0[fluorescence artefact?]
C[N+]1(C2CCC3CCC2C3O)CCCC1 (stereo unspecified)	-10	1	8	2	1	26	-0.5	7	-4[fluorescence artefact?]
CC(C)CC(=O)N=C1SC2CS(=O)(=O)CC2N1Cc1ccccc1 (stereo unspecified)	-1	6	-4	0	1	9	-1.0	8	3
Cc1c(CCOC(=O)CC23CC4CC(CC(C)(C4)C2)C3)sc[n+]1CC(=O)c1ccccc1	-5	2	-3	-9	1	-93	0.0	13	-1
Cc1cc(C(=O)CC#N)c(C)n1-c1c(C)n(C)n(-c2ccccc2)c1=O	4	-7	-13	-1	2	5	-0.7	4	-3
CCCCNS(=O)(=O)c1ccc2nc(SCC(=O)Nc3sccc3C#N)[nH]c2c1	-23	2	11	-5	7	-13	-0.9	12	10
CCOC(=O)N1CCC(n2c(SCC(=O)OCc3ccccc3)nc3ccsc3c2=O)CC1	-4	-9	-20	12	0	41	0.2	5	-1
O=C(NC1CCS(=O)(=O)C1)Oc1ccc(Cl)cc1 (stereo unspecified)	-15	-6	6	2	3	5	-1.0	6	0[fluorescence artefact?]
CC(C)(C)S(=O)(=O)c1c(C(=O)O)cccc1C(=O)O	7	5	0	-2	-8	-7	-0.2	7	7
O=C(CSc1nnc(-c2ccccc2)o1)c1ccc2c(c1)OCCO2	-2	4	15	5	4	-33&-57	2.5	15&5	0[fluorescence artefact?]
Cc1ccc2c(ccc(=S)n2C)c1	-12	-15	-6	-1	1	2	-0.1	12	2
O=C(CSc1ccccn1)N1CCN(c2ncc(C(F)(F)F)cc2Cl)CC1	-1	-13	-11	.	2	32	-0.6	7	0
O=S(=O)(Nc1ccc(S(=O)(=O)N2CCOCC2)cc1)c1ccccc1	2	-10	9	-1	0	32	0.6	11	-6
COc1ccc(C)cc1NC(=O)CN1CCN(S(=O)(=O)c2ccc(Br)cc2)CC1	-2	-1	-4	3	-5	7	2.1	11	-3
Cn1cc(C2CC(c3ccccc3)=NN2C(=O)c2ccccc2)c2ccccc21 (stereo unspecified)	-15	-7	7	-1	5	56	13*	10	0
O=C(Nc1ccc(S(=O)(=O)Nc2ncccn2)cc1)c1nn(Cc2ccccc2)c(=O)c2ccccc12	-5	16	7	.	7	15	0.6	4	-9
CCC(CC)C(=O)Nc1ccc(C(=O)c2ccccc2)cc1	7	-23	-3	4	3	0	0.5	7	5
CC(C)N(C(=O)CSc1nnc(NC(=O)C2CCC2)s1)C(C)C	-2	3	7	-2	1	11	0.2	9	1[fluorescence artefact?]
O=C(CCN1C(=O)/C(=C/c2ccccc2Cl)SC1=S)NC1=NCCS1	8	-3	5	6	0	-46	1.1	18	-1
CC(C)c1onc(C(=O)N2CCCCC2C)c1[N+](=O)[O-] (stereo unspecified)	-8	-16	6	-3	4	-8	0.5	10	1
O=C(O)CCSc1nnc(CNc2ccc(Cl)cc2)n1Cc1ccccc1	4	4	3	-3	2	27	0.4	11	1[fluorescence artefact?]
O=C(CCSCCc1ccccn1)Nc1c(F)cc(F)cc1Br	-18	-1	4	2	7	-6	1.0	12	3
Cc1cc(=O)oc2cc(OCCCN3C(=O)c4ccccc4C3=O)ccc12	-12	-7	14	-3	4	7	5.3	4	29
O=C(CSc1nncs1)N1CCN(S(=O)(=O)c2ccccc2)CC1	3	15	-12	-5	3	18	1.0	11	3
COc1ccc(C(=O)OCC(=O)c2ccccc2)cc1S(=O)(=O)N1CCOCC1	-12	-3	3	-5	0	-43	1.4	11	11
Cc1cc(OCCN2CCOCC2)nc2ccccc12	15	22	8	7	1	27	0.1	11	1
COC(=O)[C@H]1C[C@@H]1[C@H](NC(=O)c1ccccc1)c1ccccc1	8	3	10	3	6	7	-1.0	8	8
CC1CCN(CCC(=O)N/N=C/c2ccc([N+](=O)[O-])cc2)CC1	-3	4	14	-5	5	0	0.4	11	2
CCCc1c(C)nc2ccc(OC)cc2c1SCCC(=O)O	1	11	19	1	5	14	-0.5	14	-2[fluorescence artefact?]
O=c1c2ccccc2c(/C=N/c2ncn[nH]2)c(O)n1Cc1ccccc1	-2	27	-3	5	-6	22	1.6	9	-9[fluorescence artefact?]
COCCCNC(=O)Cn1cc2c(n1)CCC(C)C2 (stereo unspecified)	-9	11	12	6	4	29	0.5	1	5
CCOC(=O)C1CCCN(C(=O)c2cn(CC)c(=O)c3cc(OC)c(OC)cc23)C1 (stereo unspecified)	-1	-18	2	-1	-2	11	0.8	11	4
Cc1ccc(C)n1NC(=O)c1ccccc1[N+](=O)[O-]	-3	-4	-12	-2	2	-13	0.3	5	-1
C=CCSc1nnc(-c2cc(C(C)(C)C)nn2Cc2ccc(F)cc2)n1C	-2	-2	-4	.	-3	-17	1.3	6	2
CCOc1cnc(-c2ccccc2F)o1	-12	14	8	-3	2	-5	1.8	10	-2
COc1ccc(N2CC(O)(c3ccc(C)cc3)[N+]3=C2CCCC3)cc1 (stereo unspecified)	-1	10	-2	3	-5	-15	0.8	6	-1

Bioassay records: PubChem BioAssay, several laboratories
